# High-throughput results (PubChem BioAssay)
# aGal spleen mod: qHTS Assay for Inhibitors and Activators of Human alpha-Galactosidase From Spleen Homogenate | human spleen homogenate, 4MU-alpha-Gal fluorescence, 40 min | Potency, µM (series often up to 80 µM), for inactives: top-dose activity change, negative = inhibition, actives largely listed as inhibitors | 0.008% of 240,000 active | Alpha-galactosidase A (Homo sapiens), P06280;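 further: potency means the concentration at half of the fitted maximal effect; 0% = enzyme with vehicle and -100% = no enzyme basal signal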
#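 Inhibition or activation of alpha-galactosidase in human spleen homogenate is scored by 4-MU fluorescence after 40 min at 37C, pH 5.0, with 1 mM substrate. AC50s come from concentration-response fitted to the Hill equation.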
# LMNA splice mod: qHTS Assay for Modulators of Lamin A Splicing; HeLa LMNA splicing GFP/RFP minigene ratio, 48 h; Potency, µM (top dose mostly 46.1 µM), for the others: at the top dose ratio change, negative = inhibition, most hits filed as inhibitors; 0.01% of 200,000 active; AID 1487, 2009; active means well fitted inhibition curve with a large enough effect in the signal ratio, with a control signal flat, not every such curve was filed as active; inconclusive means small, poorly fitted or top-dose-only effect, or effect the other way, or a change in a side signal; the % refers to the signal ratio; further: potency means the concentration at half of the fitted maximal effect; on the % scale 0 is the no-effect control and ±100 the full control effect
#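 S3 HeLa stable clones carrying a lamin A-EGFP splicing minigene plus DsRed2 were seeded at 600 cells/well in Opti-MEM with 2% FBS, pin-dosed and incubated 48 h at 37°C. Acumen cytometry (488 nm) gave the GFP/RFP total-intensity ratio.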
# IMPase Li inh: qHTS Assay for Identifying the Cell-Membrane Permeable IMPase Inhibitors: Potentiation with Lithium | Potency, µM (series often up to 59.4 µM), for inactives: top-dose activity, negative = IMPase inhibition, actives largely listed as inhibitors | CHO-M1 cells, IP1 TR-FRET (IP-One), carbachol + lithium | AID 1457, 2008 | 0.35% of 210,000 active;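 further: IP1 builds up when IMPase is blocked and the TR-FRET signal falls; potency means the concentration at half of the fitted maximal effect; plate controls were basal vehicle for no effect and high inhibitor control for full effect; nearly all actives have a fitted effect of over 50% in size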
#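 Test compounds were applied to CHO-M1 cells previously cultured for 16–30 h at 2000 per well. A small lithium amount accompanied them; after 30 min at 37C, IP1 was quantified by TR-FRET.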
# NPSR antag: qHTS Assay for Antagonists of the Neuropeptide S Receptor: cAMP Signal Transduction. Potency, µM (series often up to 38.3 µM), inactives show at the highest dose activity change, negative = inhibition, actives largely listed as inhibitors. 1% of 220,000 active. Q6W5P4. CHO-NPSR cells, cAMP TR-FRET, antagonist mode. AID 1461, 2008; further: potency means the concentration at half of the fitted maximal effect; on the % scale 0 is the no-effect control and ±100 the full control effect; nearly all actives have a fitted effect of over 50% in size; many of its hits are not listed in these tables
# Target sequence (Q6W5P4 whole entry, looked up): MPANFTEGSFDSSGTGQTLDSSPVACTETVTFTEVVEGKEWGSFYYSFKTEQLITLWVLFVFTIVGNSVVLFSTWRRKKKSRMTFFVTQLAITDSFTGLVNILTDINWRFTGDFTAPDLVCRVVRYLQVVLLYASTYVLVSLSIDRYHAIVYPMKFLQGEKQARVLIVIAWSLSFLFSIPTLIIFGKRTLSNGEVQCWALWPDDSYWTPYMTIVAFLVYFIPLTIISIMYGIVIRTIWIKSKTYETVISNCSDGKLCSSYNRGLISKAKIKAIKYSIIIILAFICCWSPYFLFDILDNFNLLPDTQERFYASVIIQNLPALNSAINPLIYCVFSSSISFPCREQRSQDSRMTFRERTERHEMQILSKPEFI
# Epigenetic derep: Quantitative High-Throughput Screen for Regulators of Epigenetic Control. murine LDR cells, GFP reporter derepression, 30 h. AID 1865, 2009. 0.2% of 280,000 active. Potency, µM (top dose mostly 53.9 µM), for inactives: top-dose GFP activation, hits mostly activators; further: potency means the concentration at half of the fitted maximal effect; % of control where 0% means no effect; nearly all actives have a fitted effect of over 60% in size
#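 Reporter derepression read as number of fluorescent GFP-positive objects, 20-120 um in size, counted by laser-scanning cytometer. Mouse LDR line with an epigenetically silenced CMV-GFP locus; compound incubation 30 h, 37 C.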
# CBFb RUNX1 block: qHTS Assay for Compounds Blocking the Interaction Between CBF-beta and RUNX1 for the Treatment of Acute Myeloid Leukemia; Runt-related transcription factor 1 (Homo sapiens) + Core-binding factor subunit beta …; AlphaScreen CBFb-His/RUNX1-biotin binding, biochemical; Potency, µM (series often up to 59.8 µM), for inactives: at the highest dose activity, negative = inhibition, hits mostly inhibitors; 230,000 tested, under 10 active; AID 1477, 2009; further: % of control where 0% means no effect
# Target sequence (Q01196 whole entry, looked up): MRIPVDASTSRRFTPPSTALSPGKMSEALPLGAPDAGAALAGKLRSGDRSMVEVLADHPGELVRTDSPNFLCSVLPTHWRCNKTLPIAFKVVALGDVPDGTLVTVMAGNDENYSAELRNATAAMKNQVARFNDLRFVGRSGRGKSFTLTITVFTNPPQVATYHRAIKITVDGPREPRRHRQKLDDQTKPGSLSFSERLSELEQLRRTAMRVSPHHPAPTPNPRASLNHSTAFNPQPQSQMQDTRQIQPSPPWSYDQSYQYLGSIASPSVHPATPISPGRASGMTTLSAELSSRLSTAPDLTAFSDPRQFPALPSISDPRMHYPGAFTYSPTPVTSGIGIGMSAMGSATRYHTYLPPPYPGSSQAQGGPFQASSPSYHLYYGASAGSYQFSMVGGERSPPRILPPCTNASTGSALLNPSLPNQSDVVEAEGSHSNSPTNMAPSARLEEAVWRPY
# Target sequence (Q13951 whole entry, looked up): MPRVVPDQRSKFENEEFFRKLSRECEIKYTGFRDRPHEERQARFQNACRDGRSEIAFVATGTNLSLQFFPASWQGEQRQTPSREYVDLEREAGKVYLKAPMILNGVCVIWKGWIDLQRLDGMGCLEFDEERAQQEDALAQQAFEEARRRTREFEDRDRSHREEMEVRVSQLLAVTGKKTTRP
#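 AlphaScreen binding: CBFb-His and RUNX1-biotin (30 nM each) preincubated 20 min, compound added for 15 min, then nickel and streptavidin beads for 90 min, all at room temperature. Disruption of the interaction by any mechanism counts as activity.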
# Luc counter: Counterscreen for Luciferase (Kinase-Glo TM) Inhibition. Potency, µM (titrated, usually from 38.3 µM), inactives show top-dose activity change, negative = inhibition, usual class: inhibitors. Kinase-Glo luciferase, ATP luminescence, 8 min. 0.28% of 200,000 active; further: potency means the concentration at half of the fitted maximal effect; on the % scale 0 is the no-effect control and ±100 the full control effect; nearly all actives have a fitted effect of over 60% in size
#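 Inhibition of Kinase-Glo luciferase light generation was assessed at 10 uM ATP in pH 7.2 imidazole buffer, with luminescence measured after eight minutes at ambient temperature.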
# * = called active by the depositor; ? = inconclusive; nt = no result given; & = joins results of further samples; [ ] = another dose, or the depositor's remark. Unless noted, the call rests on the fitted dose curve; in most records, active means well fitted curve in the direction sought with a large enough effect; inconclusive means small, poorly fitted or top-dose-only effect, or another doubt; inactive means no such curve, though single readings can be large; an effect the other way counts as inactive or inconclusive. An excerpt, so the mix of outcomes need not match the whole.
SMILES,aGal spleen mod,LMNA splice mod,IMPase Li inh,NPSR antag,Epigenetic derep,CBFb RUNX1 block,Luc counter
O=Cc1cccn1Cc1ccc(Cl)cc1Cl,3%,12%,-11%[38.3 µM],-10%[46.1 µM],-0.4%,8%,-2%
Nc1nc(N)c(C=Nc2ccc(Br)cc2)c(Nc2ccc(Br)cc2)n1,-5%,nt,nt,48%,?,-4%,nt
Cc1ccc(-c2ccc(=O)[nH]n2)cc1,1%,?,8%,11%,-1.0%,1%,0%
Cc1c(C(=O)O)[nH]c2ccc([N+](=O)[O-])cc12,0%,nt,-13%,0%,-6.8%,3%,-1%
COc1ccc(CN2C(=O)CN=C2Nc2ccc(C)cc2C)cc1,5%,7%,1%[38.3 µM],-7%[46.1 µM],0.0%,3%,-1%
O=C(CSc1ccccc1)Nc1ccncc1,4%,?,11%[38.3 µM],-2%[46.1 µM],-1.1%,5%,4%
O=C(CCCn1c(=S)[nH]c2ccsc2c1=O)Nc1ccc2c(c1)OCCO2,0%,-1%[46 µM],7%,-20%,-1.8%,-2%,-1%
CCc1nc(NCCN2CCOCC2)c2oc3ccccc3c2n1,-2%,6%,8%[38.3 µM],9%[46.1 µM],0.0%,-1%,-3%
Cc1nn(Cc2ccc(Cl)cc2Cl)c(C)c1NC(=O)c1sc2ccccc2c1Cl,0%,?,3%[38.3 µM],-30%[46.1 µM],-1.9%,7%,-2%
CNc1ccccc1C(=O)OCC(C)=O,2%[17.5 µM],-8%,-11%,11%,0.0%[10.1 µM],12%[13.1 µM],1%
COc1cc(C(=O)Nc2ccc(Cl)c([N+](=O)[O-])c2)cc(OC)c1OC,3%,4%[46 µM],2%,-3%,1.1%,-15%,3%
COc1cccc(CNC(=O)CCC2CCCN(C(=O)c3cc(C)on3)C2)c1 (centres undefined),4%,nt,4%,-13%,0.0%,1%,1%

# Some entries already given, showing only Epigenetic derep:
mol	Epigenetic derep
O=C(CCCn1c(=S)[nH]c2ccsc2c1=O)Nc1ccc2c(c1)OCCO2	-1.8%
CCc1nc(NCCN2CCOCC2)c2oc3ccccc3c2n1	0.0%

# Further structures follow.
SMILES,aGal spleen mod,LMNA splice mod,IMPase Li inh,NPSR antag,Epigenetic derep,CBFb RUNX1 block,Luc counter
COc1ccc(Cn2nnnc2C(c2cc3cc(C)ccc3[nH]c2=O)N2CCN(C)CC2)cc1 (centres undefined),-2%,-13%[46 µM],23%,29%,-1.1%,1%,-5%
Cc1nc2c(ccc3nc(NC(=O)C4CC4)sc32)s1,8%,nt,-28%,10%,2.5%,-1%,-9%
CN(CCCC(=O)NCc1ccco1)S(=O)(=O)c1ccccc1,-5%,5%,-4%[38.3 µM],-5%[46.1 µM],-1.1%,4%,3%
CCOC(=O)C1CCC2(CC1)C(C#N)=C(N)Oc1n[nH]c(C)c12 (centres undefined),2%,-4%,-1%,6%[46.1 µM],1.2%,19%,3%
Cc1cc(C(=O)NC2CCCc3ccccc32)c(C)o1 (centres undefined),-1%,-12%,21%[38.3 µM],-6%[46.1 µM],1.0%,2%,-4%
Nc1ccccc1C(=O)Nc1ccc(Cl)cc1Cl,16%,nt,nt,10%,-0.3%,25%,nt
CCC(=O)N1CCN(CCN=CC2=C(O)CC(c3cccs3)CC2=O)CC1 (centres undefined),2%,6%,-2%[38.3 µM],2%[46.1 µM],-1.0%,4%,-4%
Cc1c(C(=O)O)oc2ccc(S(=O)(=O)NC3CCCCCCC3)cc12,3%,-2%,-1%,-1%,0.0%,10%,1%
CCN1/C(=C2/SC(=S)NC2=O)Sc2ccccc21,6%,nt,3%,2%,-0.8%,-5%,0%
COc1ccc(S(=O)(=O)N2CCCCC2)cc1-n1cnnn1,14%,6%[46 µM],-1%,-14%,-1.1%,8%,2%
COc1cccc(/C=N/NC(=O)c2c(C)nc3ccc(Br)cn23)c1,-1%,8%[46 µM],13%,-6%,-4.7%,-1%,-2%
O=C(Nc1ccccc1)N(C1=NCCCCS1)c1cccc2ccccc12,-3%,5%,7%[38.3 µM],3%[46.1 µM],-2.0%,2%,2%
O=C(CSc1nc2ccccc2nc1SCC(=O)N1CCOCC1)N1CCOCC1,4%,10%,10%[38.3 µM],5%[46.1 µM],0.0%,3%,0%
COc1ccc(N2CCN(C(=O)C3CCC(Cn4c(=S)[nH]c5ccccc5c4=O)CC3)CC2)cc1 (centres undefined),-6%,?,-2%[38.3 µM],-21%[46.1 µM],-2.1%,6%,1%
COCCN(C(=S)Nc1ccc(C)cc1)C(C)c1ccco1 (centres undefined),2%,nt,nt,-25%,-1.7%,4%,nt
Cc1ccc2nc(Nc3nc(=O)c4ccccc4n3C)nc(C)c2c1,2%,-5%,4%[38.3 µM],-8%[46.1 µM],12%,2%,-2%
CC(=O)N1CCN(C)CC1,-1%&4%,nt,-7%&8%,nt,1.1%&-0.2%,29%,0%
CC(C)(C)c1csc(NC(=O)c2ccc(Cl)s2)n1,11%,?,11%[38.3 µM],?,-2.9%,?,2%
O=C1CCN(Cc2ccccc2)C(=O)N1c1ccccc1,3%,nt,nt,-26%,-1.7%,-1%,nt
CCc1ccc(NC(=S)NC(=O)CC(C)C)cc1,-6%,11%,16%,-38%,0.0%,17%,-4%
COc1ccc(-c2[nH]c(-c3ccc(C)cc3)nc2SCC(=O)NC2CCCC2)cc1,1%,?,7%,-40%,0.3%,5%[2.36 µM],2%
Cc1ccc(C(=O)N2C3=C(CCCC3)C(=O)NC23CCCCC3)cc1,-13%,24%[46 µM],1%,-19%,-4.6%,-9%,-2%
O=S1(=O)CC/C(=N\O)c2ccccc21,7%,-11%,6%,7%[46.1 µM],0.0%,8%,2%
O=C(N/N=C/c1ccccn1)C(=O)N1CCCCCC1,-6%,nt,nt,12%,2.1%,-5%,nt
CNC(=S)NNC(=O)c1ccccc1F,-2%,17%[46 µM],-12%,5%,-0.1%,-3%,7%
NC(=O)COC(=O)c1ccc(S(=O)(=O)NCc2ccco2)cc1,-4%,?,-5%,3%,6.7%,-11%,2%
O=C(OCC(=O)N1CCc2ccccc2C1)c1ccc(N2CCOCC2)c([N+](=O)[O-])c1,-3%,?,nt,-9%[46.1 µM],-0.9%,-5%,nt
CN(C1CCCC1)C1CCN(C(=O)CNC(=O)/C=C/c2cccc(C(F)(F)F)c2)CC1,-1%,nt,15%,11%,-1.6%,-3%,0%
Cn1nnnc1SCC1=C(C(=O)O)N2C(=O)[C@@H](NC(=O)[C@@H](O)c3ccccc3)[C@@H]2SC1,0%[29.1 µM],?,13%,nt,1.1%[16.9 µM],-5%[21.7 µM],3%[17.1 µM]
COc1ccc(/C=N/n2c(=O)[nH]c3c([nH]c4ccc(C)cc43)c2=O)cc1CN1CCOCC1,?,7%,30%[38.3 µM],-2%[46.1 µM],5.4%,6%,-1%
O=C(NC1=NCCS1)c1ccc(Br)s1,1%,6%,-14%[38.3 µM],-3%[46.1 µM],0.9%,0%,-3%
O=C(O)CNS(=O)(=O)c1ccc2c(c1)CCCC2,1%,-4%[46 µM],5%,7%,-2.2%,-9%,-1%
CCN(CC)S(=O)(=O)c1cc(NC(=O)C(C)N2CCN(c3ccccn3)CC2)ccc1C (centres undefined),-2%,-27%[46 µM],25%,-18%,-1.9%,-4%,2%
Cc1ccc2nc(SC(C)C(=O)N3CCCC3)[nH]c2c1 (centres undefined),22%,-11%,-1%,5%[46.1 µM],-2.0%,-4%,0%
O=C(CSc1nnc(Cc2ccccc2)n1-c1cccc(Cl)c1)NNC(=O)Cc1ccccc1,?,-12%,0%,18%,0.0%,-2%,-1%
CCN1CCN(c2ccc(N=Cc3ccccc3O)cc2)CC1,-2%,?,7%,-2%,2.1%,-6%,-2%
COc1cccc2c(C)nc(Nc3nc(CSc4nnc(C)s4)cc(=O)[nH]3)nc12,3%,-5%,36%[38.3 µM],-11%[46.1 µM],0.9%,12%,-2%
N#Cc1cccc(OCC(=O)NC(=O)NCc2ccccc2)c1,-19%,nt,-6%,12%,1.7%,-7%,1%
Cc1ccc(/C=N/NC(=O)Cn2cnc3ccccc32)o1,-2%,4%,-7%[38.3 µM],-8%[46.1 µM],-2.1%,6%,-1%
Cc1cccc(OCCCC(=O)Nc2ccc(Br)cc2)c1,5%,?,2%[38.3 µM],-10%[46.1 µM],0.0%,?,2%
Cn1c(=O)cc(OCCCC(=O)NCc2cccnc2)c2ccccc21,-1%,10%[46 µM],8%,20%,-0.1%,-1%,-1%
CCOC(=O)N1CCc2c(sc3c2c(=O)n(Cc2ccccc2)c(=O)n3Cc2ccccc2F)C1,0%,15%,1%,-21%,-5.7%,1%[2.36 µM],-1%
COc1ccc(NC(=O)Cn2c(=O)n(-c3ccccc3)c(=O)c3oc4ccccc4c32)c(OC)c1,-4%,?,-4%,-3%,17%,-7%,0%
COc1ccc2[nH]c(O)c(N=O)c2c1,2%,-11%,7%,8%,-2.2%,9%,2%
CC(Sc1nc(-c2ccccc2)cc(C(F)(F)F)n1)C(=O)Nc1sc2c(c1C#N)CCC2 (centres undefined),-5%,1%,-17%[38.3 µM],-23%[46.1 µM],-1.2%,-5%,2%
O=C(Cn1ncc2c3ccccc3n(Cc3ccccc3)c2c1=O)N1CCN(c2ncccn2)CC1,2%,-13%,28%[38.3 µM],-15%[46.1 µM],5.2%,-16%,-3%
COc1ccccc1NS(=O)(=O)c1cccc(N2CC(O)=C(c3ccccc3)C2=N)c1,-9%,-15%,-2%,1%,-1.1%,-1%,1%
COc1ccc(C2C([N+](=O)[O-])=C(C)N(C)C(=O)N2C)cc1OC (centres undefined),-2%,-10%[46 µM],2%,8%,11%,1%,2%
CCOc1ccc(-n2c(N)c(-c3nc4ccccc4[nH]3)sc2=S)cc1,7%,1%,29%[38.3 µM],-15%[46.1 µM],9.7%,-4%,-3%
COc1ccc(C2c3c(noc3C)CC(C)(O)C2C(C)=O)cc1 (centres undefined),0%,nt,nt,8%,0.0%,-3%,nt
Cc1cc(-c2n[nH]c(=S)n2/N=C/c2ccc(C)o2)n[nH]1,-8%,nt,nt,-22%,1.2%,-1%,nt
